Screens: PubChem BioAssay, National Center for Advancing Translational Sciences (NCATS)
Tau ThT inhib = inhibitors of human tau fibril formation, thioflavin T binding; AID 1460; Potency, µM (highest dose often 57.4 µM), without a hit: at the top dose activity, negative = inhibition, most hits filed as inhibitors; actives 2.1% (n = 270,000); P10636; recombinant tau K18 P301L, heparin-induced fibrillization, ThT fluorescence; note: % is set by controls: 0 for no effect and ±100 for the full control effect; nearly all actives have a fitted effect of over 55% in size
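In this qHTS, human K18 P301L tau is incubated with compound and heparin for 6 hr at 37 C, and Thioflavin T fluorescence then reports fibril load.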
RECQ1 inh = RECQ1 (human) helicase inhibition | RECQ1 DNA unwinding, red fluorescence kinetic read | Potency, µM (highest dose often 57.3 µM), for the others: top-dose activity, negative = inhibition, hits mostly inhibitors | actives 0.54% (n = 240,000);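 note: plate controls were vehicle for no effect and no enzyme for full effect; nearly all actives have a fitted effect of over 30% in size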
Target sequence (P46063 whole entry, looked up): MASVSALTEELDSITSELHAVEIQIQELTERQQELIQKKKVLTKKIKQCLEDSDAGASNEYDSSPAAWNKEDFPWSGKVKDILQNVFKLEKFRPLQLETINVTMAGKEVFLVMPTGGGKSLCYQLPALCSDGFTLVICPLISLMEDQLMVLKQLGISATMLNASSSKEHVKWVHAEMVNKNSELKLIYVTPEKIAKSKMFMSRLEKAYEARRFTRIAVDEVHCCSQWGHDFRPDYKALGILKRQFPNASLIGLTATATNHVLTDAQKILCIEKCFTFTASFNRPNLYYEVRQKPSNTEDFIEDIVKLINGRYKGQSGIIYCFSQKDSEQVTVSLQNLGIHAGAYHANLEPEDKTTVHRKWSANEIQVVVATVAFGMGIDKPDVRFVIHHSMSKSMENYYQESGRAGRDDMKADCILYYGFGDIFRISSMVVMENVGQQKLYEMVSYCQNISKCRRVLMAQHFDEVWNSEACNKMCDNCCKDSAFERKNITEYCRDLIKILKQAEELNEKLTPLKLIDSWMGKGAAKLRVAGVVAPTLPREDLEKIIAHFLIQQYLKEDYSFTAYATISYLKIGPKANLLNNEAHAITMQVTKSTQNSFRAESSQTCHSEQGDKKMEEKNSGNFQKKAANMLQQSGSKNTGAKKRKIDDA
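RECQ1T1 50 nM; forked duplex (20 bp + 30-nt ss tails) 200 nM, ATP 2 mM final; pH 8.0, 2 mM MgCl2, 2.5 ug/ml poly(dI-dC); 15 min compound preincubation; discontinuous kinetic read over 2 h at RT.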
HTT ATP protect = protects HTT-Q103 PC12 cells, measured by ATP. PC12 HTT-Q103 induced, cytoprotection, ATP luminescence, 40 h. Potency, µM (doses to about 56.4 µM), without a hit: cytoprotection (ATP increase), usual class: activators. actives 0.14% (n = 230,000). AID 1471;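 note: % of control where 0% means no effect; nearly all actives have a fitted effect of over 45% in size; toxic huntingtin expression switched on by the ecdysone agonist tebufenozide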
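Readout: ATPlite luminescence (ATP level). Model: stable PC12, inducible Htt exon1 Q103-GFP. Inducer: tebufenozide, 100 nM final. Compounds: dose series. No G418 in medium.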
TRb-SRC2 inh = inhibitors of human thyroid hormone receptor beta-SRC2 interaction. Potency, µM (top dose mostly 106 µM), for inactives: top-dose activity change, negative = inhibition, actives largely listed as inhibitors. P10828. TRbeta-SRC2 peptide binding, fluorescence polarization; receptor liganded with 1 µM T3. actives 0.065% (n = 280,000);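 note: plate controls were bound peptide for no effect and peptide without receptor for full effect; nearly all actives have a fitted effect of over 50% in size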
Target sequence (P10828 whole entry, looked up): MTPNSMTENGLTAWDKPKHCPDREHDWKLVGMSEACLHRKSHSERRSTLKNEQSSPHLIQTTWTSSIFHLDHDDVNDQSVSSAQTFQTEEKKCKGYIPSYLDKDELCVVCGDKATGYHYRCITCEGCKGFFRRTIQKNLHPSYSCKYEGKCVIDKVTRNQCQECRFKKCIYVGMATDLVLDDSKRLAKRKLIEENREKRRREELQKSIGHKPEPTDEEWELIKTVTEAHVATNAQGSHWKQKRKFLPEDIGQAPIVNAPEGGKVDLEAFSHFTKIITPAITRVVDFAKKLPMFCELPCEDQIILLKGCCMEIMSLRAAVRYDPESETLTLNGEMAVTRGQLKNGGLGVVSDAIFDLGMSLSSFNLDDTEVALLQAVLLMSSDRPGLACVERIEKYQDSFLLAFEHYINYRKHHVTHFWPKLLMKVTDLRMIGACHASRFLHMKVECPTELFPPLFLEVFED
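Each compound concentration gave % activity, normalized to unbound and bound Texas Red SRC2 controls, from polarization read after 5 hr ambient incubation with T3-loaded human TRb LBD.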
Tau FP inhib = inhibitors of human tau fibril formation | P10636 | K18 P301L tau heparin fibrillization, Alexa594 FP, 6 h | Potency, µM (top dose mostly 57.7 µM), inactives show at the top dose activity, negative = inhibition, usual class: inhibitors | actives 0.39% (n = 280,000) | AID 1468; note: % is set by controls: 0 for no effect and ±100 for the full control effect; nearly all actives have a fitted effect of over 55% in size
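Read-out: fluorescence polarization of Alexa 594-labeled tau (0.24 uM), 555 nm excitation, 632 nm emission. Mixtures held 15 uM unlabeled K18 P301L, compound and 20 uM heparin, pH 7 acetate buffer, incubated 6 hr at 37 C.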
Tau fluor cs = counter-screen for tau fibril formation inhibitors; tau K18 P301L Alexa594 fluorescence, heparin fibrillization; Potency, µM (titrated, usually from 57.7 µM), for the others: at the top dose activity change, negative = decrease; actives 0.93% (n = 280,000); note: % is set by controls: 0 for no effect and ±100 for the full control effect; nearly all actives have a fitted effect of over 55% in size
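Human tau K18 P301L (15 uM unlabeled, 0.24 uM Alexa 594-labeled) in 100 mM sodium acetate pH 7 with 20 uM heparin, 6 hr at 37 C. ThT 30 uM added, 1 hr ambient; Alexa 594 FP and total fluorescence read at 555/632 nm.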
TR SRC2 fluor cs = alters Texas Red total fluorescence, flagging assay interference. actives 0.29% (n = 280,000). TRb/SRC2 Texas Red total fluorescence interference. Potency, µM (highest dose often 106 µM), for inactives: at the top dose fluorescence change, negative = quenching; active = well fitted curve in either direction with a large enough effect; inconclusive = small, poorly fitted or top-dose-only effect; note: % is set by controls: 0 for no effect and ±100 for the full control effect
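Human TRβ ligand-binding domain (0.6 uM) and Texas Red SRC2 peptide (20 nM) in Tris buffer with 1 uM T3 and 5% DMSO were incubated with pinned compound for 5 hr at ambient temperature. Total fluorescence was computed as S + 2P (555/632 nm).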
L3MBTL1 inh = L3MBTL1 (human) inhibition. actives 0.66% (n = 230,000). Q9Y468. AlphaScreen L3MBTL1–H3K9me1 peptide binding. AID 485360. Potency, µM (highest dose often 57.1 µM), without a hit: top-dose activity, negative = inhibition, usual class: inhibitors; note: % is set by controls: 0 for no effect and ±100 for the full control effect; nearly all actives have a fitted effect of over 60% in size
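AlphaScreen proximity signal between nickel-chelate acceptor and streptavidin donor beads (final 10 ug/mL) reports binding of 50 nM L3MBTL1 to 75 nM biotin-H3 K9me1 peptide; complex incubated with compounds 30 min at room temperature; cefsulodin titration as control.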
Active calls of the source: *; [ ] = dose if it differs, or a comment. Unless noted, calls come from the whole dose curve; as a rule, active = well fitted curve in the direction sought with a large enough effect; inconclusive = small, poorly fitted or top-dose-only effect, or another doubt; inactive = no such curve, though single readings can be large; an effect the other way counts as inactive or inconclusive. Potency is the fitted concentration of half-maximal effect. This is a subset. The share of hits here may be higher or lower than overall.

CC(CNC(=O)c1ccc(CSc2nc3ccncc3n2Cc2ccc(F)cc2)cc1)c1ccccc1 (configuration not stated) was read as Tau ThT inhib -10.0%, TRb-SRC2 inh -1.2%, Tau FP inhib 8.1%, Tau fluor cs inconclusive and TR SRC2 fluor cs inconclusive.
Screening c1cc2c(c(N3CCNCC3)c1)OCCO2 returned Tau ThT inhib -3.6%, RECQ1 inh -4.4%, HTT ATP protect 4.8%, TRb-SRC2 inh -0.8%, Tau FP inhib -5.6%, Tau fluor cs -0.7% and TR SRC2 fluor cs -2.4%.
For CN(C)C(=O)Oc1cccc(NC(=O)c2ccccc2C(F)(F)F)c1 the results were Tau ThT inhib -6.6%, RECQ1 inh inactive, HTT ATP protect 6.6%[10 µM], TRb-SRC2 inh -2.7%, Tau FP inhib 0.3%, Tau fluor cs -5.0%, TR SRC2 fluor cs -3.4% and L3MBTL1 inh -5.9%.
For Cc1ncsc1CCOC(=O)c1ccc([N+](=O)[O-])cc1 the results were Tau ThT inhib inconclusive, RECQ1 inh -3.8%, HTT ATP protect 16.4%[10 µM], TRb-SRC2 inh 0.1%, Tau FP inhib 10.9%, Tau fluor cs -18.1%, TR SRC2 fluor cs -2.9% and L3MBTL1 inh -15.1%.
CCCCc1nc2ccccc2c(=O)n1-c1ccc(O)cc1 was read as Tau ThT inhib 2.7%, RECQ1 inh inactive, HTT ATP protect 12.4%, TRb-SRC2 inh 0.6%, Tau FP inhib 5.3%, Tau fluor cs 2.3%, TR SRC2 fluor cs -3.9% and L3MBTL1 inh 7.0%.
`C[C@@H]1C[C@H]2OC(=O)C3(CO3)[C@H]2[C@H](O)[C@]2(C)C(=O)C3OC3[C@@H]12` (some centres not stated) gave Tau ThT inhib inconclusive, RECQ1 inh inactive, HTT ATP protect -4.8%[10 µM], TRb-SRC2 inh 1.3%, Tau FP inhib inconclusive, Tau fluor cs -8.1% and TR SRC2 fluor cs -1.8%.
CN1CCc2c(c(N3CCCCC3)nc3n[nH]c(N)c23)C1 was read as Tau ThT inhib 3.8%, RECQ1 inh -2.3%, HTT ATP protect -34.7%[10 µM], TRb-SRC2 inh -13.9%, Tau FP inhib 6.8%, Tau fluor cs 11.2%, TR SRC2 fluor cs -2.5% and L3MBTL1 inh -3.7%.
For Cc1ccc(OCC(=O)N2CCN(Cc3ccc(F)cc3)CC2)cc1 the results were Tau ThT inhib -14.1%, TRb-SRC2 inh 3.2%, Tau FP inhib -4.0%, Tau fluor cs -19.3% and TR SRC2 fluor cs -2.1%.
Screening CC(=NC(C)c1ccccc1)c1c(O)[nH]c(=O)[nH]c1=O (configuration not stated) returned Tau ThT inhib -2.4%, RECQ1 inh -11.2%, HTT ATP protect -31.6%, TRb-SRC2 inh -12.1%, Tau FP inhib -0.7%, Tau fluor cs -7.5%, TR SRC2 fluor cs -1.2% and L3MBTL1 inh 6.3%.
For Cc1ccc(-n2nnnc2SCC(=O)Nc2sc(C)c(C)c2C#N)cc1C the results were Tau ThT inhib inconclusive, RECQ1 inh -7.6%, HTT ATP protect -28.2%[10 µM], TRb-SRC2 inh -5.7%, Tau FP inhib 3.4%, Tau fluor cs -13.7%, TR SRC2 fluor cs -4.6% and L3MBTL1 inh 1.8%.
Cc1ccc(-n2c(O)c(C=NCCN(C)C)c(=O)[nH]c2=O)cc1 was read as Tau ThT inhib -5.6%, RECQ1 inh -8.3%, TRb-SRC2 inh 0.3%, Tau FP inhib 6.7%, Tau fluor cs -10.4%, TR SRC2 fluor cs -3.1% and L3MBTL1 inh -15.0%.
`C=CCn1c(O)c(C=NCCN(C)C)c(=O)[nH]c1=O` gave Tau ThT inhib -1.4%, RECQ1 inh -5.6%, HTT ATP protect -43.3%[inhibitor], TRb-SRC2 inh -8.0%, Tau FP inhib 1.6%, Tau fluor cs 0.5%, TR SRC2 fluor cs -2.9% and L3MBTL1 inh 0.6%.
Screening O=C(Cc1ccc(Br)cc1)N1CCN(Cc2ccccc2)CC1 returned Tau ThT inhib 0.7%, RECQ1 inh -18.4%, HTT ATP protect -18.0%, TRb-SRC2 inh -17.5%, Tau FP inhib -9.7%, Tau fluor cs -2.8%, TR SRC2 fluor cs 0.0% and L3MBTL1 inh -3.2%.
O=C(CSc1nc(-c2cccs2)nc2cc(=O)[nH]n12)Nc1ccc(F)cc1 was read as Tau ThT inhib inconclusive, TRb-SRC2 inh 6.3%, Tau FP inhib -3.2%, Tau fluor cs -5.4% and TR SRC2 fluor cs -5.8%.
`Nc1ncn[nH]1` gave Tau ThT inhib -12.1%, RECQ1 inh 19.9%, HTT ATP protect -62.5%[inhibitor], TRb-SRC2 inh 3.0%, Tau FP inhib -9.2%, Tau fluor cs -14.7% and TR SRC2 fluor cs -2.6%.
Screening COc1cccc(-c2nn3c(=O)cc(CN4CCN(C(=O)COc5ccccc5C)CC4)nc3s2)c1 returned Tau ThT inhib -11.5%, TRb-SRC2 inh 1.4%, Tau FP inhib 2.8%, Tau fluor cs 3.0% and TR SRC2 fluor cs 1.8%.
For Cc1nonc1OCCNc1ccc([N+](=O)[O-])c2cccnc12 the results were Tau ThT inhib 7.08µM*, RECQ1 inh -3.3%, TRb-SRC2 inh -1.2%, Tau FP inhib -10.6%, Tau fluor cs inconclusive, TR SRC2 fluor cs -1.6% and L3MBTL1 inh -0.1%.
Screening Cc1ccc(-n2nc(C)c3c2NC(=O)CSC3c2ccc3c(c2)OCO3)cc1 (configuration not stated) returned Tau ThT inhib inconclusive, RECQ1 inh inactive, HTT ATP protect -36.1%, TRb-SRC2 inh 2.9%, Tau FP inhib inconclusive, Tau fluor cs -22.7%, TR SRC2 fluor cs -1.3% and L3MBTL1 inh -4.7%.
Screening CN1CCN(c2ccc(C(N)=O)cc2N)CC1 returned Tau ThT inhib 0.3%, RECQ1 inh inactive, HTT ATP protect -14.1%, TRb-SRC2 inh -14.6%, Tau FP inhib 0.1%, Tau fluor cs 2.3%, TR SRC2 fluor cs 1.7% and L3MBTL1 inh -0.1%.
Screening OCC1CO1 (configuration not stated) returned RECQ1 inh -14.0%, HTT ATP protect -185.5%[inhibitor], TRb-SRC2 inh 4.6%[201 µM], TR SRC2 fluor cs -0.5%[201 µM] and L3MBTL1 inh -0.7%.
`O=C1NC(=O)C(C/C=C/c2ccccc2)C(=O)N1` gave Tau ThT inhib inconclusive, RECQ1 inh -14.0%, HTT ATP protect -7.1%, TRb-SRC2 inh -14.1%, Tau FP inhib inconclusive, Tau fluor cs -17.1%, TR SRC2 fluor cs -2.9% and L3MBTL1 inh -10.7%.
CC(C)(O)c1[se]c2ccccc2c1I was read as Tau ThT inhib inconclusive, RECQ1 inh inactive, HTT ATP protect -28.2%, TRb-SRC2 inh 3.3%, Tau FP inhib -8.8%[81.3 µM], Tau fluor cs inconclusive and TR SRC2 fluor cs -6.5%.
Screening O=C(N/N=C\c1ccc(COc2ccc([N+](=O)[O-])cc2)o1)c1cccc(Cl)c1 returned Tau ThT inhib inconclusive, RECQ1 inh -12.2%, HTT ATP protect -30.6%, TRb-SRC2 inh -1.4%, Tau FP inhib inconclusive, Tau fluor cs inconclusive, TR SRC2 fluor cs -0.8% and L3MBTL1 inh -10.4%.
Screening Cc1ccc2c(c1)C1CN(C)CCC1N2C(=O)c1ccc(Br)o1 (configuration not stated) returned Tau ThT inhib -10.5%, RECQ1 inh 8.4%, HTT ATP protect 15.7%[10 µM], TRb-SRC2 inh 5.0%, Tau FP inhib -0.9%, Tau fluor cs -9.2% and TR SRC2 fluor cs 0.6%.
Screening O=[N+]([O-])c1cccc(CCl)c1 returned RECQ1 inh 12.8%, HTT ATP protect 25.6%, TRb-SRC2 inh -6.7%, TR SRC2 fluor cs 0.4% and L3MBTL1 inh 10.4%.
C=C1CCC(O)C/C1=C\C=C1/CCCC2(C)C1CCC2C(C)CCCC(C)C (configuration not stated) was read as Tau ThT inhib inconclusive, RECQ1 inh -4.4%, HTT ATP protect -3.5%[1.9 µM], TRb-SRC2 inh -8.0%, Tau FP inhib -6.5%, Tau fluor cs -25.6% and TR SRC2 fluor cs -2.2%.
For CCC(=O)c1ccc(OC)c(OC)c1 the results were Tau ThT inhib -6.1%, RECQ1 inh -8.2%, HTT ATP protect -23.9%, TRb-SRC2 inh 5.2%, Tau FP inhib 6.7%, Tau fluor cs -6.3%, TR SRC2 fluor cs 0.8% and L3MBTL1 inh 6.4%.
Screening Nc1ccccc1N=Cc1c(O)n(CCC2=CCCCC2)c(=O)[nH]c1=O returned Tau ThT inhib inconclusive, RECQ1 inh -4.0%, HTT ATP protect -33.6%, TRb-SRC2 inh 7.3%, Tau FP inhib -0.2%, Tau fluor cs -15.0%, TR SRC2 fluor cs 1.1% and L3MBTL1 inh 0.1%.
For CCCSP1(=S)NCCCO1 (configuration not stated) the results were Tau ThT inhib 2.7%, RECQ1 inh 12.8%, HTT ATP protect -1.5%, TRb-SRC2 inh -12.1%, Tau FP inhib 1.1%, Tau fluor cs 1.5%, TR SRC2 fluor cs 1.8% and L3MBTL1 inh -10.9%.
CCOC(=O)N(c1ccccc1)P1(=S)OCCO1 was read as Tau ThT inhib inconclusive, RECQ1 inh -0.3%, HTT ATP protect -8.3%, TRb-SRC2 inh -10.5%, Tau FP inhib -12.2%, Tau fluor cs -7.5%, TR SRC2 fluor cs -2.5% and L3MBTL1 inh 1.1%.
Screening CC(=O)[C@H]1CCC2C3CC[C@H]4C[C@H](O)CC[C@]4(C)C3CC[C@@]21C (some centres not stated) returned Tau ThT inhib -8.8%, RECQ1 inh inactive, TRb-SRC2 inh -1.6%, Tau FP inhib 4.7%, Tau fluor cs -8.7% and TR SRC2 fluor cs -3.3%.
N=c1c2c(n(Cc3ccc(Cl)cc3Cl)c3c1CCC3)CCCC2 was read as Tau ThT inhib -8.0%, RECQ1 inh -7.7%, HTT ATP protect -48.7%[inhibitor], TRb-SRC2 inh -3.6%, Tau FP inhib 6.5%, Tau fluor cs -3.2% and TR SRC2 fluor cs -5.9%.
